Screening data (PubChem)
UTI89 phage lysis = inhibition of K1F phage lysis, E. coli UTI89, bacterial capsule biogenesis inhibitors, alamar blue (AID 488966); E. coli UTI89 K1F phage lysis, alamar blue, 2 h; higher % means a stronger effect; one-dose inhibition, % at 100 µM; IC50 in µM for titrated hits; 0.02% of 340,000 active;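 active = phage lysis inhibition, versus mean bacterial control, above a set limit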;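 also: capsule biogenesis inhibitors block K1F phage lysis so surviving cells raise fluorescence; higher fluorescence means more inhibition of phage lysis; actives were called in the ten point dose series up to 300 µM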
HIV fusion peptide = inhibitors of HIV fusion peptide binding, primary screen, biochemical, uHTS, fluorescence dequenching (AID 1986) | cell-free peptide binding, fluorescence dequenching, 30 min; higher % means a stronger effect | one-dose inhibition, % at 20 µM; IC50 in µM for titrated hits | 0.3% of 290,000 active; in the data active = inhibition mostly above about 52%, no sharp cut-off; inactive = mostly below about 76%; also: some results filed as inactive read as strong as hits
GPR35 antagonists = GPR35 antagonists blocking zaprinast-driven arrestin recruitment, primary screen, imaging, U2OS, beta-arrestin-GFP, zaprinast agonist (AID 2058). G-protein coupled receptor 35 (Homo sapiens). U2OS GPR35 beta-arrestin-GFP translocation imaging, zaprinast antagonism; higher % means a stronger effect. inhibition, % at 10 µM, or IC50 in µM where a hit was titrated. 0.052% of 290,000 active;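 active = inhibition of at least 50% with at least 30 cells and total cytoplasm GFP at most 10,000,000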
NTR1 ag = agonists of NTR1, primary screen, imaging, U2OS cells, beta-arrestin-GFP, high content (AID 493036) | activation, % at 20 µM | NTR1-U2OS beta-arrestin-GFP spot imaging, agonist mode | 0.17% of 330,000 active | Neurotensin receptor type 1 (Homo sapiens), P30989;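 active = activation at or above 40% of the spot to cytoplasm intensity ratio, with at least 20 cells analyzed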;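 also: 0% = DMSO without peptide and 100% = 100 nM NTR1 peptide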
Target sequence (P30989 whole entry, looked up): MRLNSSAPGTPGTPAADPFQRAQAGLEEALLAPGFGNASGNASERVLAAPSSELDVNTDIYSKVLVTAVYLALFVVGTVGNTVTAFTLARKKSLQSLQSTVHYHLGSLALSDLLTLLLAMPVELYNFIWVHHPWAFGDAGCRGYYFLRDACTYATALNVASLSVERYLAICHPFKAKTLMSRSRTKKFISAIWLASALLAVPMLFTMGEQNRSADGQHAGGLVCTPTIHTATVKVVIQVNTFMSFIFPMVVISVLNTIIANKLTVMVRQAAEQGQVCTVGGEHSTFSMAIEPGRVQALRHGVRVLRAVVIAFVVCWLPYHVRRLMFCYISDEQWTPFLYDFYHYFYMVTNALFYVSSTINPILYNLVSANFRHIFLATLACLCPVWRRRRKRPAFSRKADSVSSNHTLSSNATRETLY
GPR55 antagonists = GPR55 antagonists blocking LPI-driven arrestin recruitment, primary screen, imaging, U2OS, beta-arrestin-GFP, LPI agonist (AID 2013); G-protein coupled receptor 55 (Homo sapiens); U2OS GPR55 beta-arrestin-GFP translocation imaging, LPI antagonism; higher % means a stronger effect; one-dose inhibition, % at 10 µM; IC50 in µM for titrated hits; 0.13% of 290,000 active;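 active = spots per cell inhibited over 60%, with over 100 cells counted and total cytoplasm intensity under 500,000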;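 also: U2OS cells stably carrying GPR55 and arrestin-GFP stimulated by 5 µM LPI near EC80; imaged beta-arrestin-GFP aggregate spots per cell after agonist stimulation; plate controls were LPI-stimulated DMSO wells for no effect and DMSO wells without LPI for full effect; some results filed as inactive read as strong as hits; confirmed hits need IC50 under 10 µM and bright autofluorescent wells are also inconclusive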
GPR55 activation = GPR55 agonists via beta-arrestin recruitment, primary screen, imaging, U2OS cells, beta-arrestin-GFP redistribution (AID 1961). G-protein coupled receptor 55 (Homo sapiens). U2OS GPR55 beta-arrestin-GFP redistribution imaging; higher % means a stronger effect. activation, % at 10 µM; hits with a dose series show EC50 in µM. 0.048% of 290,000 active;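 active = activation above 40% with more than 50 cells counted in the well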;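 also: U2OS osteosarcoma cells stably expressing GPR55 and beta-arrestin-GFP; plate controls were DMSO negative control for no effect and LPI positive control for full effect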
SIAH1 antagonists = Siah-1 peptide-binding antagonists, primary screen, biochemical, fluorescence polarization, rhodamine-plectin, uHTS (AID 1817) | 0.02% of 290,000 active | Siah-1 / rhodamine-plectin peptide fluorescence polarization; higher % means a stronger effect | E3 ubiquitin-protein ligase SIAH1 (Homo sapiens) | displacement, % at 20 µM, or IC50 in µM where a hit was titrated;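 active = displacement of at least 50% at 20 µM, with a fluorescence ratio check between 0.3 and a set limit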;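 also: plate controls were Siah plus tracer with DMSO for no effect and tracer alone without Siah for full effect; strong numbers were not always called active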
AID2073 = inhibitors of Mint1-CaV2.2 protein interaction, biochemical, HTRF (AID 2073); Voltage-dependent N-type calcium channel subunit alpha-1B (Homo sapiens); HTRF protein-protein interaction, Mint1-CaV2.2; higher % means a stronger effect; inhibition, % at 20 µM, or IC50 in µM where a hit was titrated; 0.19% of 290,000 active; in the data active = inhibition mostly above about 51%, no sharp cut-off; also: some results filed as inactive read as strong as hits
NS5 inhibitors = Dengue-2 NS5 methyltransferase inhibitors, primary screen, biochemical, confirmation dose response (AID 588689) | Genome polyprotein (Dengue virus type 2 (strain 16681-PDK53)) | inhibition, % at 25 µM, or IC50 in µM where a hit was titrated | 0.3% of 340,000 active | Dengue-2 NS5 methyltransferase capping enzyme assay, biochemical; higher % means a stronger effect; in the data active = a potency from the dose series
NTR1 ag cell count 20 µM = further read-out of NTR1 ag, marked with its call; cell count; measured here: cell count, cytotoxicity flag
NS5 inhibitors pilot replicate = further read-out of NS5 inhibitors, marked with its call; inhibition, %; measured here: pilot screen replicate inhibition
* hit, by the source's call; · = not tested or not shown; & = joins results of further samples; [ ] = another dose, or the depositor's remark.

SMILES | UTI89 phage lysis | HIV fusion peptide | GPR35 antagonists | NTR1 ag | NTR1 ag cell count 20 µM | GPR55 antagonists | GPR55 activation | SIAH1 antagonists | AID2073 | NS5 inhibitors | others
COc1ccc2cc(C(=O)C3CCCN(C(=O)C4=NN(C)C(=O)CC4)C3)ccc2c1 (stereo unspecified) | 0.3% | 0.6% | -8% | 2.5 | 71 | 12% | 0.2% | 3% | 17% | -4%
Cc1ccc(/C=C/C(=O)NCc2cccs2)c(C)c1 | 0.1% | -1.4% | -7% | 4.2 | 50 | -11% | -0.2% | 2% | 2% | -5%
COc1ccc(OC)c(S(=O)(=O)NCc2ccccc2)c1 | 0.1% | -0.9% | -11% | -3.9 | 101 | -12% | -0.2% | 0% | 5% | -5% | NS5 inhibitors pilot replicate=-6.8
O=C(NCC1COc2ccccc2O1)c1ccc(NC(=O)C2CCCO2)cc1 (stereo unspecified) | 0.0% | 1.2% | -5% | 6.2 | 90 | 2% | 0.2% | 1% | 16% | -6%
S=C(Nc1ccc(Oc2ccccc2)cc1)N1CCOCC1 | -0.4%[50 µM] | -0.2% | 6% | 1.5 | 51 | 2% | 1.0% | 0% | -26% | -2%
Cc1c(Cl)cccc1Nc1ncccc1C(=O)O | -3.0%&-0.8% | 4.9% | 2% | 2.8 | 59 | 10% | 0.3% | 0% | 3% | 0%&-12%
N#CC1(c2ccccc2)CCC(=O)N1Cc1ccccc1 (stereo unspecified) | 0.9% | 0.2% | -5% | -0.1 | 49 | 2% | -0.1% | 4% | -2% | -7%
CCc1nnc(NC(=O)c2ccc(COc3ccccc3)o2)s1 | 0.6% | 0.6% | -14% | -4.4 | 99 | -2% | -0.1% | 1% | 6% | -2% | NS5 inhibitors pilot replicate=2.3
CN(C)C(=O)c1cn(-c2ccccc2)c(=O)c2ccccc12 | 0.0% | -1.4% | 14% | -0.1 | 93 | 16% | 0.2% | 0% | 5% | 5% | NS5 inhibitors pilot replicate=0.6
CCc1ccc2[nH]c(=O)c(CN(CCN(C)C)C(=O)Nc3ccccc3)cc2c1 | 0.2% | -2.0% | 16% | -1.8 | 45 | 3% | 0.2% | 1% | 2% | -3%
O=C(NCc1cccs1)c1ccc(N2CCCC2=O)cc1 | 3.0% | -1.2% | -14% | -0.4 | 46 | 11% | 0.0% | -5% | -4% | -9%
Cc1ccc(CS(=O)(=O)CCC(=O)O)cc1 | -0.2% | -0.4% | 9% | -0.2 | 41 | -6% | -0.2% | -4% | 22% | -4%
N/C(=N\NC(=O)Nc1ccccc1)c1ccccn1 | · | -1.1% | -2% | 1.1 | 52 | 3% | -0.3% | 4% | -4% | ·
CN(C)C(=O)CSc1n[nH]c(=O)n1CCc1ccccc1 | 0.4% | 1.2% | 2% | 1.3 | 38 | 11% | 0.3% | 1% | -4% | -7%
N/C(=N\OC(=O)CCn1cccc(C(F)(F)F)c1=O)c1ccc(Cl)cc1 | -0.8% | 0.3% | -2% | 0.7 | 54 | -7% | 0.1% | 11% | -1% | 5%
Cn1cnc2c1c(=O)n(Cc1ccccc1)c(=O)n2C | 0.3% | 1.1% | -9% | 1.8 | 56 | -3% | -0.1% | -3% | -5% | 3%
Brc1ccccc1Cn1cnc2ccccc21 | -1.9% | -1.0% | 16% | -1.0 | 72 | 0% | -0.2% | -9% | 11% | -9%
Cc1nnc(SCC(=O)NCc2cccs2)n1-c1ccccc1 | 1.3% | -2.2% | 0% | -1.5 | 71 | 14% | -0.3% | -1% | -5% | -8%
O=C(NCCNc1ccc([N+](=O)[O-])cc1C(F)(F)F)c1ccc(F)cc1 | 0.5%[50 µM] | -2.6% | -16% | 1.8 | 83 | 8% | -0.1% | 0% | -6% | -4%
Cc1cccc(C)c1N1CC(=O)N(c2c(C)cccc2C)CC1=O | -0.6% | 0.5% | 3% | 7.2 | 69 | -5% | -0.1% | 6% | 11% | -6%
Cc1c(-c2ccco2)[n+](=O)c2c(n1[O-])CCC2 | 1.4% | 2.6% | 12% | 0.5 | 54 | -6% | 0.0% | -6% | 1% | -6%
CCC1C(=O)NCCN1C(=O)CCc1nnc(CCc2ccc(OC)cc2)o1 (stereo unspecified) | -0.1% | -0.7% | -1% | 0.3 | 83 | 9% | 0.0% | 2% | 13% | -7%
CCn1cc(C(=O)O)c(=O)c2cnc(N3CCN(C(=S)Nc4ccccc4Cl)CC3)nc21 | 0.0% | -3.2% | 9% | -0.8 | 69 | 1% | -0.1% | 16% | -31% | -10%
O=C1OCCC1Sc1nnc(-c2cccnc2)n1-c1ccccc1F (stereo unspecified) | · | 0.0% | -6% | 0.9 | 39 | -2% | 0.2% | 15% | 15% | ·
OC1CN=C2Sc3ccccc3N2C1 (stereo unspecified) | 3.0% | 3.6% | 0% | -0.5 | 69 | 3% | -0.1% | 4% | 8% | 0%
SMILES | UTI89 phage lysis | HIV fusion peptide | GPR35 antagonists | NTR1 ag | NTR1 ag cell count 20 µM | GPR55 antagonists | GPR55 activation | SIAH1 antagonists | AID2073 | NS5 inhibitors | others
Cn1c(=O)oc2cc(S(=O)(=O)CCC(=O)N3CCN(c4ccccc4)CC3)ccc21 | 1.2% | -0.4% | 9% | -0.8 | 65 | 4% | -0.2% | 0% | -1% | -6%
CN(C)c1cc[n+](CC(=O)Nc2ccc([N+](=O)[O-])cc2Cl)cc1 | 0.0% | -2.5% | 11% | -1.7 | 71 | 10% | -0.1% | 3% | 5% | -5%
CC(C)C1Nc2ccc(S(=O)(=O)N3CCOCC3)cc2NC1=O (stereo unspecified) | 0.5% | 2.2% | 10% | -0.9 | 44 | -4% | -0.2% | 4% | -3% | -3%
CCc1nnc(NS(=O)(=O)c2ccc(N=Cc3c(C)[nH]n(-c4ccc(Cl)cc4)c3=O)cc2)s1 | 0.0%[50 µM] | 46% | 3% | -1.0 | 76 | 3% | -0.3% | 10% | 8% | -8%
O=C(O)c1cn(Cc2ccccc2)c2ccccc2c1=O | -0.3% | 3.5% | 1% | 0.8 | 59 | 8% | -0.1% | 7% | -2% | 6%
CCC(C(=O)NCC1CCCO1)N(C(=O)CNS(=O)(=O)c1ccccc1)c1ccc(F)cc1 (stereo unspecified) | 0.1% | -0.4% | 8% | -1.1 | 34 | 9% | -0.2% | 1% | 1% | 4%
CC1CCN(C(=O)Cn2cc(S(=O)(=O)CC(=O)N3CCOCC3)c3ccccc32)CC1 | -0.5%[50 µM] | 0.5% | 3% | 1.5 | 62 | 10% | -0.1% | 7% | 3% | -7%
Cc1ccc(S(=O)(=O)/N=C(/c2ccc(F)cc2)N2CCCCC2)cc1 | 2.7%[50 µM] | 0.3% | -14% | -0.4 | 45 | -8% | -0.1% | -3% | 0% | 0%
COC(=O)C(C(=O)OC)=C(/C=C/N(C)C)N(C)C | 0.1% | 2.1% | 5% | -1.7 | 70 | 8% | -0.1% | 1% | 0% | -7%
NC(N)=N/N=C/c1cccc([N+](=O)[O-])c1O | -0.2% | -1.9% | 0% | 1.4 | 84 | 5% | 0.2% | -2% | -3% | 14%
CC(=O)n1cc([C@H]2C=C(C(=O)NCc3ccccc3)O[C@@H](OCc3ccc(CO)cc3)C2)c2ccccc21 | 1.8% | 2.9% | -2% | 2.8 | 86 | 10% | -0.2% | -5% | 8% | -13%
COc1ccc(-c2nnc(SCC3CCCO3)n2C)cc1 (stereo unspecified) | -0.8% | -1.9% | 11% | 0.6 | 47 | 11% | 0.5% | -5% | 1% | -8%
CC(=O)Nc1ccc(NC(=O)C2CCN(C(=O)C3CC(=O)N(c4ccc(C)cc4)C3)CC2)cc1 (stereo unspecified) | 0.1% | 0.3% | -8% | -1.6 | 61 | 8% | -0.1% | 5% | 15% | -1%
C=CCOC(=O)/C(=C/c1cccnc1)NC(=O)c1ccccc1 | 0.3% | 1.1% | -12% | 2.0 | 60 | -2% | 0.3% | 2% | 6% | -4%
CCOc1ccc(C2c3[nH]c4ccccc4c3C[C@H]3C(=O)N(C4CCN(Cc5ccccc5)CC4)CC(=O)N23)cc1OC (stereo partly specified) | 0.3%[50 µM] | 1.4% | -6% | 5.3 | 85 | 1% | 0.3% | 1% | 6% | -4%
O=C1c2cc(F)ccc2-n2c1nc1ccccc1c2=O | 0.5%[50 µM] | 14% | 2% | -1.0 | 50 | 3% | -0.1% | -1% | 5% | 23%
O=C(O)C1CC=CCC1C(=O)Nc1ccccc1 (stereo unspecified) | 0.2% | -1.1% | 3% | -1.1 | 73 | -3% | -0.1% | 2% | 8% | 3%
CCN(CC)CCCNC(=O)Cn1nc(-c2ccccc2)ccc1=O | 8.2% | -1.4% | -4% | -0.5 | 63 | 14% | -0.2% | 0% | 0% | -3%
O=C1CCNc2c(Cl)cc(Cl)cc21 | -2.4% | 5.9% | 1% | -0.7 | 47 | -3% | -0.6% | 16% | 9% | 24%
Cc1cccc(C(=O)Nc2cccc(C(=O)N3CCOCC3)c2)c1 | 1.6% | -3.2% | -6% | -0.1 | 70 | -2% | -0.1% | -3% | -7% | -3%
COc1cc(C#N)ccc1OCC(=O)Nc1ccc(C)c(S(=O)(=O)N2CCOCC2)c1 | 0.2% | -2.0% | -4% | 0.8 | 64 | 11% | -0.2% | -3% | 5% | -6%
CN(Cc1ccco1)S(=O)(=O)c1ccc2c(c1)CCN2C(=O)CCC(=O)O | -0.3%[50 µM] | -0.3% | 20% | 0.2 | 47 | 6% | 0.8% | 3% | -7% | -3%
CSC(=NC#N)N1CCN(C(c2ccccc2)c2ccccc2)CC1 | -0.2% | 2.1% | -4% | 2.1 | 90 | 5% | 0.0% | 1% | 1% | -6%
O=C1CCN(C(=O)Nc2cccc(Cl)c2)N1 | -0.6% | -0.7% | 16% | 0.0 | 78 | -3% | 0.0% | 1% | 0% | 2% | NS5 inhibitors pilot replicate=0.9
N#Cc1ccc(COc2ccc(CCO)cc2-n2nc3ccccc3n2)cc1 | 1.7% | -0.8% | 14% | 11 | 32 | -7% | 0.0% | 2% | 2% | -13%
COc1ccc(C2CC(c3cccs3)=Nc3ccccc3S2)cc1OC (stereo unspecified) | 0.2% | 1.0% | -17% | 0.6 | 41 | -4% | -0.3% | 3% | -9% | -4%
O=C(N1CCOCC1)N1CCN(c2ccc(F)cc2)CC1 | -0.1% | 2.0% | 18% | 0.1 | 46 | 3% | -0.1% | 2% | 7% | -5%
